Growth percent in the NCI-60 one-dose screen (48 h, 10 µM unless noted): 100 = growth as untreated, 0 = no growth, -100 = all killed.
HCT-116: HCT-116 colon cancer; 7.3% of 82,000 active; AID 1794798
HT29: HT29 colon cancer. 7.4% of 81,000 active. AID 1794748
HCT-15: HCT-15 colon cancer | 5.2% of 82,000 active | AID 1794746
NCI-H226: NCI-H226 lung cancer; 3.5% of 79,000 active; AID 1794732
NCI-H460: NCI-H460 lung cancer. 6.8% of 82,000 active. AID 1794736
NCI-H522: NCI-H522 lung cancer; 8% of 78,000 active; AID 1794739
NCI-H322M: NCI-H322M lung cancer. 2.7% of 80,000 active. AID 1794733
COLO 205: COLO 205 colon cancer. 7.3% of 79,000 active
NCI/ADR-RES: NCI/ADR-RES ovarian cells | 4.4% of 81,000 active | AID 1794790
Active calls of the source: *; nt = not tested or not shown. The calls were made as follows: active = growth percent below 10; inactive = the rest. Random draw from the library; any-hit rate near 12%.

(1) CO[C@H](C(=O)N[C@@H](CCCCNC(=O)OCc1ccccc1)C(=O)OC(C)(C)C)[C@@H]1Cc2cc3cc(OC4CC(OC5CC(O)C(O)C(C)O5)C(O)C(C)O4)c(C)c(O)c3c(O)c2C(=O)[C@H]1OC1CC(OC2CC(OC3CC(C)(O)C(O)C(C)O3)C(O)C(C)O2)C(O)C(C)O1 (stereo partly drawn)
(2) CC1CCC(C(=O)O)N1 (stereo not drawn)
(3) O=C1NC(=O)/C(=C/c2ccc(C3Oc4ccccc4C4CC(c5ccc(Cl)cc5)=NN43)cc2)S1 (stereo not drawn)
(4) O=C(NCCC1CNC2CCCCC12)C1CCN(C(=O)C2CCC(F)CC2)CC1 (stereo not drawn)
(5) CCOC(=O)Cn1c(-c2ccc(S(C)(=O)=O)cc2)nc2cc(Cl)ccc21
(6) COc1ccc(/C(=N/O)c2cc(OC)c(OC)c(OC)c2)c(OC)c1N
(7) O=c1ccc(=O)n(-c2nc(-c3ccccc3)cs2)[nH]1
(8) CC(C(N)=O)C(=O)c1ccccc1 (stereo not drawn)
assay / compound	1	2	3	4	5	6	7	8
HCT-116	-64*	102	102	97	91	21	93	91
HT29	2.0*	94	102	106	94	14	105	100
HCT-15	27	110	95	104	96	25	93	106
NCI-H226	-76*	97	nt	96	94	81	82	83
NCI-H460	-18*	115	101	99	103	15	94	103
NCI-H522	-16*	91	82	90	82	0.3*	94	88
NCI-H322M	20	95	92	99	91	48	88	117
COLO 205	-21*	nt	121	103	nt	20	100	102
NCI/ADR-RES	73	93	99	97	108	31	83	104

(9) Nc1ccc(S(=O)(=O)Nc2ccc(S(=O)(=O)O)c3ccccc23)cc1
(10) Cc1ccc(-c2nc3sc(C)cn3c2/C=C/C(=O)c2c(F)cccc2F)cc1
(11) COc1ccccc1Nc1nnc(-c2ccc(Cl)cc2)o1
(12) C=CCNS(=O)(=O)Cc1cc(-c2ccccc2)no1
(13) CC1(C)CCCC(C)(C)C1O
(14) Cc1cc(Cl)ccc1OCC(=O)OCC(C)(C)[N+](=O)[O-]
(15) Clc1ccc(Cc2nnc3sc(-c4csc5c4CCCC5)nn23)cc1
(16) CCC(C)OC(=Nc1cccc2ccccc12)Nc1cccc2ccccc12 (stereo not drawn)
assay / compound	9	10	11	12	13	14	15	16
HCT-116	108	99	34	99	97	106	68	110
HT29	98	113	16	110	108	98	80	101
HCT-15	102	109	33	116	95	108	94	100
NCI-H226	108	106	74	105	93	100	85	94
NCI-H460	119	112	16	106	105	106	79	100
NCI-H522	100	100	17	102	105	89	88	nt
NCI-H322M	105	97	70	98	105	100	81	88
COLO 205	125	116	35	112	112	109	101	98
NCI/ADR-RES	102	103	21	106	108	98	56	96

(17) CCCCN1C(=O)C2CC=CCC2C1=O (stereo not drawn)
(18) CCCCCCCCCCCCCCCCCC(=O)[O][Sn]([CH2]CCC)([CH2]CCC)[CH2]CCC
(19) CC[C@]1(O)C[C@@H]2CN(CCc3c([nH]c4ccccc34)[C@@](C(=O)OC)(c3cc4c(cc3OC)N(C)[C@H]3[C@@](O)(C(N)=O)[C@H](O)[C@]5(CC)[C@@H]6C[C@@H]6CN6CC[C@]43[C@@H]65)C2)C1
(20) COc1cccc(C2CC(c3cc(OC)c(OC)c(OC)c3)=NN2)c1 (stereo not drawn)
(21) CCO/C=N/C1=C(C#N)C(c2ccc(F)cc2)c2sc3c(CC)cccc3c2O1 (stereo not drawn)
(22) Cn1c(=O)[nH]c(=O)c2nc(CC(O)c3ccccc3)c(=O)[nH]c21 (stereo not drawn)
(23) CC1=NC=N/C1=C\c1sc(=S)[nH]c1O
(24) Nc1nc(N)c2nc3c(nc2n1)CCCCCCCCCC3
assay / compound	17	18	19	20	21	22	23	24
HCT-116	88	-96*	6.9*	67	16	96	101	21
HT29	105	-52*	2.2*	37	10	100	100	36
HCT-15	98	-83*	12	67	13	107	103	34
NCI-H226	110	-75*	44	92	52	89	94	102
NCI-H460	110	-89*	8.1*	94	3.4*	104	nt	14
NCI-H522	93	-54*	-32*	80	8.9*	93	nt	54
NCI-H322M	100	-91*	55	100	43	101	129	59
COLO 205	106	-81*	-44*	106	13	108	117	54
NCI/ADR-RES	107	-87*	9.5*	63	9.3*	102	108	53

(25) COc1cc(/C=N/n2cnc3oc(-c4ccccc4)cc3c2=N)cc(CN2CCN(C)CC2)c1O
(26) Cc1ccc2oc(=O)cc(C(CC(=O)O)c3c(C)[nH][nH]c3=O)c2c1 (stereo not drawn)
(27) COc1ccc(-c2nn(-c3cccc(NC(=O)c4ccc(Cl)c(Cl)c4)c3)cc2-c2ccncc2)cc1Cl
(28) CC(C)C(C#N)(C(=O)O)C(C)C
(29) Nc1[nH]nc2[nH]c(=O)n3c4ccccc4nc3c12
(30) CC1(C)CC[C@]23CC[C@]4(C)[C@H](CC[C@@H]5[C@H]6C[C@]7(Nc8ccccc8C7=O)C(C)(C)[C@@H]6CC[C@]54C)[C@H]2C1OC3=O
(31) COC(=O)C(C)Oc1ccc(OC#N)cc1 (stereo not drawn)
(32) C=C1C(=O)O[C@H]2[C@H]1CC/C(COC(=O)NCc1c[nH]c3ccc(OC)cc13)=C\CC[C@@]1(C)O[C@@H]21
assay / compound	25	26	27	28	29	30	31	32
HCT-116	81	103	70	105	102	78	108	-79*
HT29	48	97	78	108	108	80	102	-53*
HCT-15	81	101	75	102	105	104	100	-26*
NCI-H226	87	92	83	98	97	93	97	28
NCI-H460	108	109	79	106	99	105	103	34
NCI-H522	97	90	33	101	94	77	103	-73*
NCI-H322M	108	101	84	97	93	105	100	85
COLO 205	81	107	86	114	109	100	107	-69*
NCI/ADR-RES	99	100	61	97	100	103	100	73

(33) O=C1C(c2ccccc2)C2c3ccccc3-n3c2c2c(c(-c4ccccc4)c3=O)c3ccccc3n21 (stereo not drawn)
(34) C=CCOC(=O)OCCO
(35) COC1=C(OC)C2C3(O)CCCc4cccc(c43)N3C(=O)CCC23C=C1 (stereo not drawn)
(36) CC(C)(C)c1cc(NC(=O)Cc2ccc(-c3cnc4cc(-c5cnn(CCN6CCOCC6)c5)ccc4n3)cc2)no1
(37) CCCNC(c1ccc(N(CC)CC)cc1)C(Cl)(Cl)Cl (stereo not drawn)
(38) COCC(C)OC(=O)COc1ccccc1 (stereo not drawn)
(39) Clc1cc2nc(-c3ccccc3)c(-c3ccccc3)nc2cc1Cl
(40) CCN(CC)CCOc1ccc(NC(=O)C(C(C)C)N2C(=O)/C(=C/c3ccc(Br)cc3)SC2=S)cc1 (stereo not drawn)
assay / compound	33	34	35	36	37	38	39	40
HCT-116	93	99	99	15	96	103	85	-25*
HT29	101	116	104	26	96	105	88	-5.9*
HCT-15	87	99	101	9.2*	123	107	89	-41*
NCI-H226	104	102	96	10	106	97	90	90
NCI-H460	101	114	105	11	106	115	95	16
NCI-H522	90	nt	93	20	83	93	86	96
NCI-H322M	105	96	103	25	130	114	106	100
COLO 205	108	113	114	9.6*	103	109	115	92
NCI/ADR-RES	103	104	99	13	99	110	99	80

Single records, as listed above. Screens in order: HCT-116, HT29, HCT-15, NCI-H226, NCI-H460, NCI-H522, NCI-H322M, COLO 205, NCI/ADR-RES
Profile of Clc1cc2nc(-c3ccccc3)c(-c3ccccc3)nc2cc1Cl : 85, 88, 89, 90, 95, 86, 106, 115, 99
Profile of CC(C)(C)c1cc(NC(=O)Cc2ccc(-c3cnc4cc(-c5cnn(CCN6CCOCC6)c5)ccc4n3)cc2)no1 : 15, 26, 9.2*, 10, 11, 20, 25, 9.6*, 13
Profile of COC1=C(OC)C2C3(O)CCCc4cccc(c43)N3C(=O)CCC23C=C1 (stereo not drawn) : 99, 104, 101, 96, 105, 93, 103, 114, 99
Profile of C=CCOC(=O)OCCO : 99, 116, 99, 102, 114, nt, 96, 113, 104

Next results
(41) CC(=O)c1ccc(NC(=O)N2CCN(c3cc4c(cc3F)c(=O)c(C(=O)O)cn4C3CC3)CC2)cc1
(42) Cc1ccc(-c2cnc3sc4c(-c5ccc(Br)cc5)n[nH]c(=O)c4n23)cc1
(43) N#C/C(=C\c1ccc2c(c1)OCO2)c1ccccc1
(44) CN(C)c1ccc(CSc2ccc(Cl)cc2)cc1
(45) COc1ccc(/C=C2\N=C3SCC(=O)N3C2=O)cc1
(46) COc1cc(-c2nc(SCC(C)C)nc(NC(C)(C)C)c2C#N)cc(OC)c1OC
(47) Cc1c(C(=O)N[C@@H](Cc2ccccc2)C(=O)C(=O)NCc2ccccc2)[nH]c2ccccc2c1=O
(48) CCc1ccc(C2CC(c3cccc(Br)c3)=NN2c2ccc(S(N)(=O)=O)cc2)cc1 (stereo not drawn)
assay / compound	41	42	43	44	45	46	47	48
HCT-116	98	87	53	98	104	99	99	103
HT29	107	110	35	86	105	101	105	114
HCT-15	101	100	49	90	94	97	101	89
NCI-H226	100	105	91	102	106	103	106	101
NCI-H460	103	101	68	98	106	107	107	105
NCI-H522	97	87	52	78	76	94	95	93
NCI-H322M	99	83	95	103	94	105	97	99
COLO 205	111	101	66	113	105	102	70	123
NCI/ADR-RES	100	96	48	105	105	99	101	107

(49) COC(=O)Nc1ccc2c(c1)Cc1cc(NC(=O)OC)ccc1-2
(50) C=C(CBr)[C@@H]1CC[C@]2(C(=O)OC)CC[C@]3(C)[C@H](CC[C@@H]4[C@@]5(C)CCC(=O)C(C)(C)[C@@H]5CC[C@]43C)[C@@H]12
(51) COc1ccc(C2=Nn3c(N=Nc4c(O)[nH]c5ccc(OC)cc45)nnc3SC2)cc1
(52) S=c1cc(-c2ccccc2)[nH]c2ccccc12
(53) O=C(NC1CCCCC1)N(Cc1nnc2n1CCCCC2)c1ccc(F)cc1
(54) CCN(CC)CC(C)(O)CNc1cc(OC)cc2cccnc12 (stereo not drawn)
(55) COc1ccc(-c2cc(-c3ccccc3)nc(-c3cccc([N+](=O)[O-])c3)c2)cc1
(56) O=c1cc(-c2nn[nH]n2)[nH]c(=O)[nH]1
assay / compound	49	50	51	52	53	54	55	56
HCT-116	104	84	91	102	106	87	96	99
HT29	102	91	77	110	107	74	92	117
HCT-15	109	92	101	100	180	96	87	108
NCI-H226	101	90	nt	nt	106	101	106	95
NCI-H460	104	102	110	104	118	100	106	107
NCI-H522	84	77	76	100	96	62	90	108
NCI-H322M	114	102	99	98	113	115	119	125
COLO 205	104	nt	110	116	111	99	114	114
NCI/ADR-RES	101	99	112	108	84	97	99	96

(57) CCCNC(=O)NCN1C(=O)c2cccc3cccc(c23)C1=O
(58) c1ccc(-c2nn(-c3ccccc3)[n+](-c3ccccc3-c3ccccc3)n2)cc1
(59) Fc1ccc2nc(-c3cc(-c4ccc5c(c4)OCO5)n[nH]3)[nH]c2c1
(60) COc1ccc2c(c1)c(-c1nc(-c3c[nH]c4ncccc34)cs1)cn2CCNC(=O)OC(C)(C)C
(61) CSc1nc(-c2cc3ccccc3o2)cc(-c2ccc(Cl)cc2)c1C#N
(62) O=[N+]([O-])c1cc(C(F)(F)F)cc([N+](=O)[O-])c1N1CCCC(n2cccc2)C1 (stereo not drawn)
(63) CCCC(=O)Nc1ccn(C2OC(CO)C(O)C2O)c(=O)n1 (stereo not drawn)
(64) Oc1ccc2ccccc2c1Sc1ccc2ccccc2c1
assay / compound	57	58	59	60	61	62	63	64
HCT-116	94	7.4*	50	88	59	100	99	89
HT29	82	5.3*	62	71	-51*	99	96	99
HCT-15	106	101	57	55	31	103	102	97
NCI-H226	87	28	66	72	39	98	94	93
NCI-H460	104	5.1*	41	82	24	106	103	99
NCI-H522	64	-7.0*	34	61	26	84	73	69
NCI-H322M	95	41	65	83	82	88	98	105
COLO 205	100	-34*	85	85	43	87	130	110
NCI/ADR-RES	106	93	42	57	64	101	105	98

(65) Oc1c(Cl)cc(Cl)cc1/C=N/NC(=S)Nc1cc(C(F)(F)F)cc(C(F)(F)F)c1
(66) Cc1ccc(C)c(S(N)(=O)=O)c1
(67) Nc1nn(C(=O)c2cccnc2)cc1-c1ccc(Cl)cc1
(68) CC1(C)O[C@H]2OC3CCC(=O)CC3(O)[C@H]2O1 (stereo partly drawn)
(69) O=C(O)c1ccccc1Cc1ccc2c(c1)CCCC2
(70) COc1cc(/C=N/NC(=O)C2CCC(=O)N2)ccc1O (stereo not drawn)
(71) CCC(=O)OC1CC(C)=C2C(=O)C=C(C)[C@@H]2[C@H]2OC(=O)[C@H](C)[C@H]12 (stereo partly drawn)
(72) Clc1nc2nc3n(c2nc1Cl)CCC3
assay / compound	65	66	67	68	69	70	71	72
HCT-116	37	100	94	95	104	109	100	98
HT29	nt	111	108	99	107	109	99	106
HCT-15	44	96	87	111	104	104	100	99
NCI-H226	66	100	90	102	92	109	101	95
NCI-H460	46	108	104	101	106	101	105	105
NCI-H522	95	107	75	92	98	93	93	91
NCI-H322M	49	104	129	101	99	105	102	89
COLO 205	80	103	109	105	112	104	103	117
NCI/ADR-RES	59	112	86	102	115	113	103	99

(73) COc1cc2c(c(OC)c1OC)C(=O)CC(c1cccc(N)c1)O2 (stereo not drawn)
(74) COc1cc(-c2nn(-c3cccc(NC(=O)CCNc4ccc(N5CCOCC5)cc4)c3)cc2-c2ccncc2)ccc1Cl
(75) CCOC(=O)C1=C(C(=O)c2ccc(OC)cc2)C(c2ccc(Cl)cc2Cl)C(C(=O)c2ccc(OC)cc2)=C(C(=O)OCC)N1
(76) CSc1nc(=O)n(Cc2ccc(F)cc2)c(=O)n1Cc1ccc(Cl)cc1
(77) CCSc1ccc([C@@H]2[C@@H](N)C(=O)N2c2cc(OC)c(OC)c(OC)c2)cc1
(78) COc1ccccc1C(=O)c1ccccc1Cc1cccc2ccccc12
(79) O=C1c2ccccc2N=C(N/N=C/c2ccccc2)[C@@H]2CCCN12
assay / compound	73	74	75	76	77	78	79
HCT-116	118	5.3*	94	86	10	nt	100
HT29	111	12	114	91	12	70	107
HCT-15	108	14	97	92	20	85	100
NCI-H226	92	26	97	103	59	82	99
NCI-H460	120	4.8*	103	97	12	82	105
NCI-H522	103	12	91	80	19	16	96
NCI-H322M	106	nt	104	89	46	78	102
COLO 205	132	1.4*	124	93	-5.5*	118	115
NCI/ADR-RES	108	36	96	82	4.0*	74	103
